VEEV TC-83 Vero – inhibitors of VEEV TC-83 cytopathic effect, confirmation, Vero cells (AID 588727) | Vero cells, VEEV TC-83 cytopathic effect inhibition; higher % means a stronger effect | inhibition, % at 20 µM; hits with a dose series show IC50 in µM | 0.13% of 350,000 active; in the data active = a potency from the dose series; inconclusive = inhibition mostly from about 14% at the one dose, without a potency; inactive = the rest, 99 in 100 with inhibition below about 12%; note: strong numbers were not always called active
Salmonella PhoP GFP – PhoP regulon inhibitors, Salmonella typhi PhoP promoter GFP reporter, confirmatory (AID 1850). Salmonella Typhi PhoP-promoter GFP reporter, fluorescence, 4 h; higher % means a stronger effect. inhibition, % at 50 µM; hits with a dose series show IC50 in µM. 0.33% of 310,000 active; in the data active = a potency from the dose series; inconclusive = inhibition mostly from about 25% at the one dose, without a potency; inactive = the rest, 99 in 100 with inhibition below about 19%;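 note: 0% = induced wells with vehicle and 100% = uninduced wells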
tuberculosis growth – growth inhibition of non-replicating M. tuberculosis (AID 488890). 0.39% of 320,000 active. Mycobacterium tuberculosis non-replicating, growth inhibition; higher % means a stronger effect. inhibition, % at 25 µM; hits with a dose series show IC50 in µM; in the data active = a potency from the dose series; inconclusive = inhibition mostly from about 82% at the one dose, without a potency; inactive = the rest, 99 in 100 with inhibition below about 76%;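 note: plate controls were DMSO cells for no effect and high antibiotic wells for full effect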
influenza NS1A – H1N1 influenza NS1A inhibitors, functional cell based assay (AID 504329) | NS1A functional cell-based assay, percent inhibition; higher % means a stronger effect | inhibition, % at 12.5 µM; hits with a dose series show IC50 in µM | 0.3% of 340,000 active; in the data active = a potency from the dose series; inconclusive = inhibition above about 27% without an active follow-up result; note: strong numbers were not always called active
M. tuberculosis HTS – M. tuberculosis growth inhibition, HTS (AID 449762); M. tuberculosis H37Rv growth inhibition, 7H9 media; higher % means a stronger effect; 0.59% of 330,000 active; inhibition, % at 25 µM, or IC50 in µM where a hit was titrated; in the data active = a potency from the dose series; inconclusive = inhibition above about 70% without an active follow-up result;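 note: bacterial growth assessed after seven days of incubation; strong numbers were not always called active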
VEEV TC-83 Vero 10K pilot screen – also measured in VEEV TC-83 Vero; calls as there; inhibition, %; measured here: 10K pilot screen inhibition
Active calls of the source: *; i = inactive; ? = inconclusive; nt = not tested or not shown; & = joins results of further samples.

SMILES	VEEV TC-83 Vero	Salmonella PhoP GFP	tuberculosis growth	influenza NS1A	M. tuberculosis HTS	others
CCOc1ccc(-n2c(SCC(=O)NCc3ccco3)nc3ccccc3c2=O)cc1	1.0%	-7%	7%	-5%	-4%
CCOC(=O)N1CCN(C(=O)Nc2ccc3oc(C)nc3c2)CC1	1.2%	14%	-15%	-1%	-8%
Cc1cccc2cc(C(c3nnnn3Cc3ccccc3)N3CCN(C)CC3)c(=O)[nH]c12 (configuration not stated)	7.7%	28%	28%	-3%	1%
O=Nc1c(O)ccc2cc(S(=O)(=O)O)ccc12	2.5%	nt	nt	14%	nt
Cc1cc(C)c(NC(=O)CS(=O)CC(=O)N2CCN(c3cccc(C)c3C)CC2)c(C)c1 (configuration not stated)	2.4%	-13%	12%	8%	7%
CCCCNC(=O)CSc1nc2ccc(N3CCOCC3)cc2c(=O)n1Cc1ccc(OC)cc1	2.4%	nt	nt	4%	nt
CCCC(=O)Nc1ccccc1NC(=O)c1ccc(OC(C)=O)cc1	5.2%	14%	-8%	-29%	-1%
COc1cc(C(=O)NNC(=S)NC(=O)/C=C/c2ccccc2)cc(OC)c1OC	6.5%	6%	-23%	8%	-1%
COc1cccc(C(=O)Nc2cc3c(cc2Cl)OCCCO3)c1	0.2%	6%	7%	2%	7%
Cc1ccc(-c2ccc(/C=N/NC(N)=S)o2)cc1	5.2%	-2%	?	11%	?
COc1cccc(COC(=O)C2CC(=O)N(Cc3ccc(C)cc3)C2)c1OC (configuration not stated)	1.5%	-1%	76%	-13%	?
COc1cc(/C=C2/C(=N)N3C=CSC3=NC2=O)ccc1OCCCOc1ccccc1C	1.7%	-5%	-4%	-7%	59%
COC(=O)Cc1ccc(NC(=S)N2CCC(Cc3ccccc3)CC2)cc1	1.1%	1%	?	17%	6%
Cc1c(C(=O)N(C)c2ccccc2)oc2c1C(O)CC(C)(C)C2 (configuration not stated)	i	9%	4%	0%	4%
CCOC(=O)C1(Cc2cccc(F)c2)CCN(Cc2cnn(CC)c2)CC1	i	5%	7%	0%	-6%
Cc1cccc(OCCCn2ccnc2)c1	0.3%	-4%	70%	-10%	4%
CCN(CC)CCCNC1=C(Cl)C(=O)c2ccccc2C1=O	9.1%	20%	15%	10%	2%
Cc1cc(C)c2cc(CNC3CCCC3)c(Cl)nc2c1	i	0%	26%	4%	5%
NC(=O)C1CCCN(Cc2ccc3ccccc3c2)C1 (configuration not stated)	0.6%	-4%	1%	-1%	-3%
O=C(COc1ccccc1)NNC(=O)c1cc2ccccc2oc1=O	8.5%	-2%	11%	-4%	-5%
CCc1ccccc1N1CCN(S(=O)(=O)c2cc(OC)ccc2OC)CC1	i	5%	8%	2%	3%
COc1ccc(CN2CC3CC(C2)c2cccc(=O)n2C3)cc1OC (configuration not stated)	i	2%	6%	-3%	8%
Nc1ncnc2nc(SCCN3CCCCC3)[nH]c12	1.9%	3%	10%	4%	3%
O=C(Nn1c(O)c(C=C2N=c3ccccc3=N2)sc1=S)c1ccc(Cl)cc1	2.6%	-1%	-7%	1%	-10%
CC1=C(C(=O)N(C)CCC#N)C2(CCCCC2)OC1=O	0.8%	-6%	-3%	1%	-8%

Reprinted at random: 7 records from the list.
SMILES	VEEV TC-83 Vero	Salmonella PhoP GFP	tuberculosis growth	influenza NS1A	M. tuberculosis HTS	others
COc1cccc(C(=O)Nc2cc3c(cc2Cl)OCCCO3)c1	0.2%	6%	7%	2%	7%
Nc1ncnc2nc(SCCN3CCCCC3)[nH]c12	1.9%	3%	10%	4%	3%
COc1cc(C(=O)NNC(=S)NC(=O)/C=C/c2ccccc2)cc(OC)c1OC	6.5%	6%	-23%	8%	-1%
CCOC(=O)N1CCN(C(=O)Nc2ccc3oc(C)nc3c2)CC1	1.2%	14%	-15%	-1%	-8%
COc1cc(/C=C2/C(=N)N3C=CSC3=NC2=O)ccc1OCCCOc1ccccc1C	1.7%	-5%	-4%	-7%	59%
CCOC(=O)C1(Cc2cccc(F)c2)CCN(Cc2cnn(CC)c2)CC1	i	5%	7%	0%	-6%
Cc1c(C(=O)N(C)c2ccccc2)oc2c1C(O)CC(C)(C)C2 (configuration not stated)	i	9%	4%	0%	4%

Remaining list, next part
SMILES	VEEV TC-83 Vero	Salmonella PhoP GFP	tuberculosis growth	influenza NS1A	M. tuberculosis HTS	others
CCOc1ccc(C(OC(=O)c2ccco2)C(=O)NCc2ccc(C)cc2)cc1 (configuration not stated)	4.2%	-8%	8%	0%	-1%
COc1ccccc1NC(=O)CSc1nnc(-c2ccccn2)o1	1.4%	18%	1%	14%	-6%
O=C(c1cc2n(n1)C(C(F)(F)F)CC(c1ccc(F)cc1)N2)N1CCCC1 (configuration not stated)	0.2%	-1%	-1%	-8%	-3%
Fc1c(F)c(C(F)(F)F)c(F)c(F)c1N1CCN(c2ccc3nnc(C(F)(F)F)n3n2)CC1	8.9%	18%	-9%	-12%	8%
COc1cccc(NC(=O)c2ccc3c(c2)N(C)CCS3)c1	8.2%	-8%	6%	-74%	5%
COc1ccccc1N1C(=O)[C@@H]2C(C(=O)CN3C(=O)c4ccccc4C3=O)=NN[C@@H]2C1=O	0.8%	0%	0%	nt	6%
CCOc1ccc(NC(=O)c2ccc3c(c2)N(Cc2ccc(F)cc2)C(=O)CS3=O)cc1 (configuration not stated)	3.4%	0%	-25%	-3%	2%
O=c1nccc(N/N=C/c2ccccc2O)[nH]1	11%	12%	67%	10µM*	?
O=C(NCc1ccccn1)c1cccc(NS(=O)(=O)c2ccc(Br)cc2)c1	0.5%	nt	32%	-9%	3%
CCCN(CCC)CCCNC(=O)CC(C(=O)N1CCc2ccccc21)n1ccnc1 (configuration not stated)	i	-2%	9%	-3%	-2%
Nn1c(COc2ccc(Cl)cc2)nc2ccccc2c1=O	i	-6%	34%	2%	4%
CCOc1ccc(C2c3[nH]c4ccccc4c3CCN2C(=O)Cn2cncn2)cc1 (configuration not stated)	3.0%	6%	15%	-16%	20%
C=C(C)CN1C(=O)C2(OCCO2)c2cc(Br)ccc21	4.3%	5%	1%	nt	1%
O=C(NC1CC2CCCC(C1)N2C(=O)Nc1ccccc1)C1CC1 (configuration not stated)	1.5%	13%	0%	9%	-1%
COCCOC(=O)C1=C(C)N=C2SCCC(=O)N2C1c1ccc(OC(=O)c2ccco2)cc1 (configuration not stated)	1.0%	-2%	22%	-4%	1%
O=C(Cc1ccc(NC(=O)C2CCCN(C(=O)CCc3ccccc3)C2)cc1)Nc1ccc(C(=O)N2CCOCC2)cc1 (configuration not stated)	0.5%	nt	nt	-19%	nt
O=C(c1cccc(F)c1)N1CCN(Cc2ccco2)CC1	0.0%	16%	-5%	-5%	6%
COc1cc(OC)cc(C(=O)NC(C(=O)NNC(=O)c2ccc(C)cc2)C(C)C)c1 (configuration not stated)	6.8%	nt	16%	-2%	-4%
O=c1cc(CNC2CCCCC2)c2ccccc2[nH]1	1.4%	0%	5%	1%	7%
O=C(O)c1ccc([N+](=O)[O-])c([N+](=O)[O-])c1	2.2%	nt	nt	-2%	nt
CCc1nc(SCC(=O)NC2CC2)c2c(C)c(C)sc2n1	0.6%	3%	10%	5%	-1%
Cc1nc(Cl)cc(CS(=O)(=O)c2ccc(Cl)cc2)n1	2.1%	-1%	-14%	-20%	0%
OC(Cn1nnc2ccccc21)Cn1c(C(F)(F)F)nc2ccccc21 (configuration not stated)	3.7%	5%	-10%	2%	-8%
COC(=O)C1(O)CC(C(C)C)=NN1C(=O)c1ccc(Cl)cc1 (configuration not stated)	6.2%	-1%	28%	8%	nt
N#CCCn1cc(C(=O)Nc2ccc(F)cc2)c(-c2ccc([N+](=O)[O-])cc2)n1	1.3%	7%	12%	-14%	3%
SMILES	VEEV TC-83 Vero	Salmonella PhoP GFP	tuberculosis growth	influenza NS1A	M. tuberculosis HTS	others
COC(=O)CC1C(=O)NCCN1Cc1cn(-c2ccc(C)cc2)nc1-c1cccc(C)c1 (configuration not stated)	8.2%	5%	24%	8%	7%
COc1ccccc1CNC(=O)Cn1cc2c(n1)CCCC2	0.3%	-4%	5%	0%	-4%
CCOc1ccccc1C(c1c(O)nc(SC)[nH]c1=O)c1c(O)nc(SC)[nH]c1=O	i	5%	-1%	nt	7%
CCCCC(=O)NC(c1ccc(Cl)cc1Cl)c1ccc2cccnc2c1O (configuration not stated)	29%	-6%	-16%	-7%	14%
CC1CCc2c(sc(NC(=O)c3ccc(Cn4cc(Br)cn4)o3)c2C(N)=O)C1 (configuration not stated)	0.1%	11%	19%	1%	4%
CN(Cc1ccc(Cl)c(Cl)c1)C(=O)CN1C(=O)NC2(CCCC2)C1=O	6.6%	-1%	-17%	-9%	0%
O=C(CS(=O)(=O)c1ccccc1)Nc1nccs1	1.8%	10%	-2%	-1%	5%
CCn1c(=O)n(CC(=O)NCc2ccco2)c(=O)c2ccccc21	1.2%	-5%	1%	-4%	9%
Cc1ccc(NC(=O)NNC(=O)c2ccccc2)cc1	0.9%	1%	-8%	-11%	3%
CO/N=C/NC(=O)NOCc1ccc(Cl)cc1Cl	1.7%	4%	7%	5%	-13%
Cc1ccccc1OCC(=O)Nc1ccccc1N1CCC(C)CC1	i	1%	15%	0%	65%
COc1ccc(CNC(=O)CN(C(=O)c2snc(C(N)=O)c2N)c2ccc(F)cc2)cc1	0.1%	1%	2%	3%	3%
COc1ccc(NC(=O)COC(=O)Cc2c[nH]c3ccccc23)cc1Cl	0.8%	nt	44%	3%	-4%
Cc1ccc(NC(=O)C(OC(=O)c2cnc(C)cn2)c2ccccc2)c([N+](=O)[O-])c1 (configuration not stated)	0.8%	-5%	-5%	5%	-1%
O=c1[nH]c(NNC(=S)NC2CCCCC2)nc2c1C1(CCCC1)Cc1ccccc1-2	1.2%	8%	32%	-7%	6%
Nc1ccccc1N1C(=O)c2cccc3cccc(c23)C1=O	2.3%	3%	-16%	nt	-7%
COc1ccc(/C=C2\CCc3c2nc2ccccc2c3C(=O)O)cc1OC	0.1%	-1%	-3%	21%	-3%
COc1cc(OC)c(C2C(C(=O)Nc3ccc(C)cc3C)=C(C)Nc3ncnn32)cc1OC (configuration not stated)	1.1%	-3%&-8%	14%	3%	7%	VEEV TC-83 Vero 10K pilot screen=0.6
CC(=NCCC1=CCCCC1)c1c(O)n(C)c(=O)n(C)c1=O	i	1%	7%	-3%	2%
COc1ccccc1CNc1nc(-c2cc(C)n(C)c2C)cs1	0.4%	nt	nt	-9%	nt
CN(C(=O)c1ccccc1C(=O)OCC(=O)c1ccc(Br)cc1)c1ccccc1	0.2%	-7%	28%	10%	0%
CCCCNC(=NCc1cccc(C(F)(F)F)c1)Nc1ccccc1	i	-9%	53%	-2%	15%
CCN(CCn1cccn1)C(=O)C1CCC(=O)N(CCc2cccc(F)c2)C1 (configuration not stated)	2.3%	5%	15%	-7%	3%
CCn1ncc(Cl)c1C(=O)Nc1ccc2c(c1)CCC2	1.5%	-1%	25%	-5%	10%
COc1ccccc1OCC(=O)NCC(c1cccs1)N1CCOCC1 (configuration not stated)	2.2%	-3%	-14%	-9%	-12%

Not a retest: an excerpt of the list.
SMILES	VEEV TC-83 Vero	Salmonella PhoP GFP	tuberculosis growth	influenza NS1A	M. tuberculosis HTS	others
CCn1ncc(Cl)c1C(=O)Nc1ccc2c(c1)CCC2	1.5%	-1%	25%	-5%	10%
COc1ccccc1OCC(=O)NCC(c1cccs1)N1CCOCC1 (configuration not stated)	2.2%	-3%	-14%	-9%	-12%

Remaining list, next part:
SMILES	VEEV TC-83 Vero	Salmonella PhoP GFP	tuberculosis growth	influenza NS1A	M. tuberculosis HTS	others
Nc1c(C(=O)Nc2cccc(F)c2)nnn1-c1cccc(C(F)(F)F)c1	0.2%	7%	-17%	2%	-1%
COc1ccc(C2CC(=O)c3cnc(NC(=O)c4ccccc4)nc3C2)c(OC)c1 (configuration not stated)	11%	-22%	7%	-5%	-6%
COc1ccc2nc(N3C(=O)CC(Cc4ccc(Cl)cc4)C3=O)sc2c1 (configuration not stated)	0.1%	8%	21%	-4%	5%
O=C(Nc1ccc(Cl)cc1Cl)c1ccc2c(c1)OCCO2	5.8%	nt	2%	-6%	-8%
Cc1ccc(N2C(=NC(=O)c3ccccc3)SC3CS(=O)(=O)CC32)cc1 (configuration not stated)	3.9%	-2%	-11%	4%	8%
Cc1cc2c(NC(=O)Nc3ccc(F)cc3)cccc2nn1	11%	-5%	11%	-19%	3%
CN(C)C(=O)c1sccc1Oc1ccc(F)cc1[N+](=O)[O-]	1.5%	7%	-12%	-4%	-3%
O=c1c2ccccc2cnn1-c1ccc(Cl)cc1	8.8%	-1%	-12%	-17%	0%
CC(=O)OCc1cc(-c2nc3ccccc3[nH]c2=O)nn1-c1ccc(Cl)cc1	1.8%	-7%	-24%	-7%	5%
CC(C)CC1COC(=O)N1 (configuration not stated)	0.1%	-7%	-11%	-6%	-1%
CCCS(=O)(=O)N1CCC(C(=O)NCCCN2CCCC2=O)CC1	1.9%	3%	-5%	-6%	-7%
